TrxR1 substrate: substrates of rat thioredoxin reductase 1; Potency, µM (doses to about 114 µM), without a hit: at the highest dose activity change, negative = substrate turnover; AID 588456; purified TrxR1 substrate turnover, NADPH consumption readout; O89049; actives 0.01% (n = 390,000); also: potency is read from the fitted curve at half-maximal effect; % is scaled to controls: 0 for no effect and ±100 for the full control effect; nearly all actives have a fitted effect of over 50% in size
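Rat TrxR1, dispensed at 90 nM, was prereduced with 400 uM NADPH (final) for 5 min at ~22 deg C, then incubated with compound 15 min before 400 uM selenite. A first-read NADPH fluorescence drop versus no-compound background flagged substrates.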
LDHA inh: LDHA (human) enzyme inhibition; AID 1347041; activity change, % (values are at about 110 or 230 µM); P00338; actives 0.15% (n = 480,000); purified LDHA, NADH/diaphorase-resazurin fluorescence; active compounds read low; in the data active = activity change below about -30%; inconclusive = mostly about -25% to -30%;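 also: plate controls were DMSO wells for no effect and wells without enzyme for full effect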
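Remaining NADH was detected by diaphorase (0.133 mg/mL) converting 37 µM resazurin to fluorescent resorufin, read at 0 and 20 minutes. The preceding 5-minute room-temperature reaction used 2 nM LDHA, 0.2 mM sodium pyruvate and 0.06 mM NADH at pH 7.4.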
mIDH1 inhibitor: blocks human mutant IDH1 R132H enzyme. Potency, µM (doses to about 76.6 µM), inactives show at the top dose activity change, negative = inhibition, usual class: inhibitors. IDH1-R132H enzyme, NADPH consumption, diaphorase/resazurin fluorescence. actives 0.093% (n = 390,000). AID 602179; also: potency is read from the fitted curve at half-maximal effect; % is scaled to controls: 0 for no effect and ±100 for the full control effect; nearly all actives have a fitted effect of over 65% in size
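IDH1-R132H (0.5 ug/mL) preincubated 30 min with compound, then NADPH (0.016 mM) and alpha-KG (2 mM) added; 80 min at RT, pH 7.5. Remaining NADPH coupled via diaphorase/resazurin to fluorescence (540/590 nm); concentration-response curves normalized to no-enzyme control.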
GRP78 ERSR act: ER stress response induction in glioma | actives 0.02% (n = 420,000) | U87-MG GRP78 promoter luciferase reporter, 16 h | Potency, µM, without a hit: at the top dose activation, actives largely listed as activators; also: potency is read from the fitted curve at half-maximal effect; series mostly up to about 76 µM; % of control where 0% means no effect; nearly all actives have a fitted effect of over 35% in size
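Stably transfected U87-MG glioma cells carrying a GRP78-based luciferase sensor; 16 h compound incubation. Luminescence end-point read 10 min after Bright-Glo addition at room temperature.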
Vif-A3G inh: inhibitors of Vif-APOBEC3G interaction | HeLa A3G-eYFP + Vif (tagged APOBEC3G with the HIV-1 protein that degrades it), YFP fluorescence, overnight | Q9HC16 | Potency, µM (titrated, usually from 46.1 µM), for inactives: at the highest dose activity, negative = active, hits mostly inhibitors | actives 0.076% (n = 410,000);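 also: potency is read from the fitted curve at half-maximal effect; % is scaled to controls: 0 for no effect and ±100 for the full control effect; nearly all actives have a fitted effect of over 60% in size; hits raise eYFP signal because A3G escapes Vif-driven loss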
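Read-out is eYFP fluorescence (Ex 488/Em 500-530) from Vif-expressing HeLa A3G-eYFP cells; more signal means A3G escaped Vif-mediated degradation. Cells plated overnight, compound pinned in, incubated overnight at 37 deg C.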
USP1-UAF1 inh: inhibitors of human USP1/UAF1 deubiquitinase | O94782 | recombinant USP1/UAF1, Ub-Rhodamine cleavage fluorescence | Potency, µM (series often up to 57.1 µM), for the others: top-dose activity change, negative = inhibition, usual class: inhibitors | actives 0.23% (n = 390,000) | AID 743255; also: potency is read from the fitted curve at half-maximal effect; % is scaled to controls: 0 for no effect and ±100 for the full control effect; nearly all actives have a fitted effect of over 60% in size; inactives centre near -12
Target sequence (O94782 whole entry, looked up): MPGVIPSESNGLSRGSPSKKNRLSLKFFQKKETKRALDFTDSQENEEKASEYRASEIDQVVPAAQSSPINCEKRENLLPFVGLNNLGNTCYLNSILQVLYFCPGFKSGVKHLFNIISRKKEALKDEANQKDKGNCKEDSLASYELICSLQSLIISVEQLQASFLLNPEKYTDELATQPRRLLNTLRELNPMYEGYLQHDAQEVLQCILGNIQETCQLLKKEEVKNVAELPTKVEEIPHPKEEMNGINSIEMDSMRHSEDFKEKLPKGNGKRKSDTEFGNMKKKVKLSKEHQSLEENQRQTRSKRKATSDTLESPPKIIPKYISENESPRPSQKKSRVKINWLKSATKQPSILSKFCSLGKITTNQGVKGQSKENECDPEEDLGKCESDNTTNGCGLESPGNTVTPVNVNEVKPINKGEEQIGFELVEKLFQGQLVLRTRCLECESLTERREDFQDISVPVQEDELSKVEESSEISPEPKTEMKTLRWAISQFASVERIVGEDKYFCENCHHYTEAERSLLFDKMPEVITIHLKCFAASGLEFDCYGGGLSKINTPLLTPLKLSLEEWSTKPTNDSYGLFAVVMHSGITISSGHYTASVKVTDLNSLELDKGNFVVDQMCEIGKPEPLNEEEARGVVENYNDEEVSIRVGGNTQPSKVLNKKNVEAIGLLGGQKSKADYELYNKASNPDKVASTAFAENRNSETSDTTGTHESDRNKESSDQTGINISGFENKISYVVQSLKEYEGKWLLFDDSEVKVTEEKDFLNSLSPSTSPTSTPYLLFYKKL
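High-throughput fluorogenic screen: 1nM USP1/UAF1 complex, Ub-Rho substrate 150nM final, 50mM HEPES pH 7.8 with 0.5mM EDTA, 0.1 mg/ml BSA, 1mM TCEP and 0.01% Tween-20.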
RXFP1 ag: RXFP1 (human) receptor agonism; HEK293T-RXFP1 cAMP TR-FRET, 30 min; response scale: percent of porcine relaxin response, buffer zero; Potency, µM (highest dose often 57.5 µM), for the others: at the highest dose activation, hits mostly activators; actives 0.3% (n = 370,000); AID 2676; also: potency is read from the fitted curve at half-maximal effect; % is scaled to controls: 0 for no effect and ±100 for the full control effect; nearly all actives have a fitted effect of over 60% in size; many of its hits are not listed in these tables
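HEK293 cells stably expressing RXFP1, treated 30 min at 37C with compounds plus PDE4 inhibitor Ro 20174; cAMP measured by HTRF TR-FRET. Normalized to buffer and 29 nM porcine relaxin; EC50 by Hill fit.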
PI4K2A block: PI4K2A (human) kinase inhibition. Q9BTU6. purified PI4K2A, ADP-Glo luminescence, 1 h; active compounds read low. activity change, negative = inhibition, % at 76.9 µM. actives 0.13% (n = 420,000). AID 1346378; in the data active = activity change below about -50%; inconclusive = mostly about -30% to -49%;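 also: -100% = wells without enzyme as full effect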
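Compounds are screened against recombinant PI4K2A using PI as substrate and ATP, the latter dispensed at 300 microM. Reactions run one hour at ambient temperature before ADP-Glo detection; full inhibition defined by wells lacking enzyme.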
Vif-A3F inh: inhibitors of Vif-A3F interaction; HeLa A3F-eYFP + Vif (tagged APOBEC3F with the HIV-1 protein that degrades it), YFP fluorescence increase; Potency, µM (highest dose often 46.1 µM), for the others: at the highest dose activity, negative = active; actives 0.2% (n = 390,000); AID 602313; also: potency is read from the fitted curve at half-maximal effect; % of control where 0% means no effect; nearly all actives have a fitted effect of over 65% in size
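Fluorescence increase (Ex 488/Em 500-530) after overnight compound treatment at 37 deg C flags inhibition of Vif-driven A3F-eYFP loss in stable HeLa A3F-eYFP/Vif cells seeded overnight beforehand.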
An asterisk follows results filed as active; ? = inconclusive; . = not tested or not shown; [ ] = dose if it differs, or a comment. Unless noted, calls follow the shape of the dose curve; as a rule, active = well fitted curve in the direction sought with a large enough effect; inconclusive = small, poorly fitted or top-dose-only effect, or another doubt; inactive = no such curve, though single readings can be large; an effect the other way counts as inactive or inconclusive.

item	Structure	TrxR1 substrate	LDHA inh	mIDH1 inhibitor	GRP78 ERSR act	Vif-A3G inh	USP1-UAF1 inh	RXFP1 ag	PI4K2A block	Vif-A3F inh
1	CCN1CCN(CCCNc2ncnc3nc[nH]c23)CC1	7%	-6	7%	-4%	0%	?	1.1%	-2	-6%
2	CC1CC(C)CN(CC(C)(C)NS(=O)(=O)c2ccccc2)C1 (configuration not stated)	10%[11.4 µM]	-11	14%	-5%	-7%	-7%	-2.5%	-3	-11%
3	Cc1ccc(NC(=O)c2c(C)nc3sc(C(=O)NC4CCCC4)c(N)c3c2-c2ccco2)c(C)c1	1%	1	4%	5%	-2%	-16%	4.6%	8	2.8µM*
4	CCCc1cc(=O)oc2cc(OCC(=O)N3CCOCC3)c(Cl)cc12	19%	-6	2%	-5%	0%	-4%	-2.1%	3	1%
5	CC(C)(C)c1ccc(C(=O)N2CCC2(C)C(=O)NCc2cccs2)cc1 (configuration not stated)	.	-20	.	-3%	-1%	.	.	-1	.
6	COC(=O)c1cc(C)nc2c1c(=O)nc(SCc1ccccc1F)n2C1CC1	0%[57.1 µM]	1	-2%	-1%	-3%	0%	1.3%	1	7%
7	C[C@@H]1CN([C@H](C)CO)C(=O)CCCn2cc(nn2)CO[C@H]1CN(C)C(=O)Nc1ccc(C(C)(C)C)cc1	.	3	.	-4%	-2%	.	.	-8	.
8	Cc1ccc(-n2c(=O)c3sc4ccccc4c3n(C)c2=O)cc1F	5%	-6	13%	-3%	7%	-5%	-0.8%	-2	-3%
9	CC(C)c1ccc(NC2CCCN(C(=O)c3ccncc3)C2)cc1 (configuration not stated)	4%	3	4%	-4%	-7%	-29%	0.4%	1	1%
10	CCc1ccc(NC(=S)N2CCCC2)cc1	-3%	0	10%	-1%	-1%	-8%	-2.3%	-1	-1%
11	N#Cc1cnn(-c2ncnc3sc4c(c23)CCCC4)c1N	2%	-2	7%	-3%	1%	-15%	1.4%	-3	-1%
12	COc1cc(Br)c(C(=O)c2nccc3cc(OC)c(OC)cc23)cc1OC	-3%	46	19%	-1%	-5%	10µM*	13%	-52*	3%
13	CCOC1(c2ccccc2)CC1C(=O)N/N=C/c1cccc([N+](=O)[O-])c1 (configuration not stated)	4%	-1	0%	-3%	-1%	-26%	-0.5%	8	1%
14	O=C(Nc1ccc(C(=O)O)cc1)/C(=C\c1cccc([N+](=O)[O-])c1)NC(=O)c1ccc(Br)o1	-1%[57.1 µM]	-7	5%	-3%	-6%	-20%	3.7%	-1	3%
15	O=C(CCCCl)Oc1ccc2cc(-c3ccc4ccccc4n3)c(=O)oc2c1	53%	-14	5%	8%	-5%	-18%	3.5%	3	?
16	O=C(c1ccc(Br)c(S(=O)(=O)N2CCCCC2)c1)N1CCCCC1	-2%	-3	0%	4%	6%	-7%	1.2%	1	9%
17	Cc1ccc(S(=O)(=O)/N=c2\sccn2C)cc1	5%[57.1 µM]	-1	3%	-3%	1%	-9%	0.5%	-7	-5%
18	CC1CN(S(=O)(=O)c2ccccc2)C(C)CN1S(=O)(=O)c1ccccc1 (configuration not stated)	-6%	-8	3%	-7%	1%	2%	2.1%	-3	-7%
19	CSc1cc(C)nc(NC(C)=O)n1	8%	-12	8%	-5%	2%	?	1.3%	4	7%
20	COc1ccc(-n2c(COc3ccc4c(c3)OCO4)nnc2SCC(=O)O)cc1	3%	-5	4%	-4%	1%	-23%	-1.7%	1	-8%

(more compounds)
item	Structure	TrxR1 substrate	LDHA inh	mIDH1 inhibitor	GRP78 ERSR act	Vif-A3G inh	USP1-UAF1 inh	RXFP1 ag	PI4K2A block	Vif-A3F inh
21	COC(=O)C(Cc1ccccc1)NC(=O)CCCC(=O)NCc1cccc(OC)c1 (configuration not stated)	3%	1	4%	0%	1%	-18%	3.1%	-3	-9%
22	COc1ccc(-n2nc3c(c2NC(=O)C2CC(=O)N(c4ccccc4)C2)CS(=O)(=O)C3)cc1 (configuration not stated)	2%	-5	-10%	-5%	-1%	-10%	0.0%	3	8%
23	Cc1ccc(CNCCC2=CCCCC2)cc1	6%	6	9%	-1%	2%	-12%	-0.4%	3	-1%
24	N#CC1(c2ccccc2)CCC(=NO)CC1 (configuration not stated)	4%[57.1 µM]	1	8%	-6%	0%	-16%	0.3%	1	-28%
25	Cc1cc(/C=N/NC(=O)c2cccs2)c(C)n1-c1cnccn1	-6%	0	5%	-3%	-7%	-23%	0.2%	-4	1%
26	CC1(C(=O)O)CCC(C(=O)NNC(=O)c2ccccc2O)C1(C)C (configuration not stated)	9%	2	-7%	1%	-1%	-14%	2.9%	-2	-3%
27	O=C(Nc1nccs1)C1CC(=O)N(c2ccccc2Cl)C1 (configuration not stated)	11%[57.1 µM]	-1	4%	1%	-1%	-7%	2.7%	-2	-1%
28	O=C(CCc1nnc(CCCCc2ccccc2)o1)N1CCCC(O)C1 (configuration not stated)	1%	-2	9%	0%	0%	-12%	1.5%	-3	3%
29	CCOC(=O)c1ccc(NC(=O)N2CCc3ccccc3C2)cc1	-12%	-6	0%	5%	2%	-7%	0.0%	0	3%
30	CC(=O)c1cc2c(cc1NC(=O)CN1CCOCC1)OCO2	10%	5	6%	-1%	0%	-5%	2.2%	2	1%
31	O=C(c1ccc([N+](=O)[O-])cc1)N(Cc1ccccc1)c1ccccn1	0%[57.1 µM]	-8	-12%	-6%	-3%	-27%	-2.8%	1	10%
32	Cc1sc2c(c1C)CN(C(C)(C)C)CN2C(=O)c1ccccc1	-5%	-2	2%	6%	-8%	-1%	-0.1%	0	-5%
33	Cc1cccc(C(=O)Nc2cc(C)ccc2NC(=O)COc2ccccc2)c1	5%	-7	-2%	-3%	-3%	-4%	-0.3%	-9	-2%
34	CN(C)S(=O)(=O)c1ccc(Cl)c(NC(=O)CN2CCCC2)c1	1%	-3	3%	-5%	-5%	-17%	0.1%	2	3%
35	Cc1cc2c(c(=O)n1Cc1ccco1)C(c1ccccc1)C(C#N)=C(N)O2 (configuration not stated)	-3%	-3	6%	-2%	-3%	-13%	1.2%	2	5%
36	Cc1cccc(N2CCN(C(=O)CC(NC(=O)c3ccccc3)c3ccccc3)CC2C)c1 (configuration not stated)	-2%	-4	0%	-4%	-1%	-27%	-0.2%	-1	2%
37	CN(C)S(=O)(=O)c1ccc(C(=O)NCc2ccccn2)cc1	4%[57.1 µM]	-3	-8%	-2%	-3%	-19%	2.6%	-2	-11%
38	CC(C)COC(=O)c1ccc(NC(=O)C2C3CCC(C3)C2C(=O)O)cc1 (configuration not stated)	7%[57.1 µM]	-12	-1%	17%	0%	6%	-2.9%	1	2%
39	CN(C(=O)COC(=O)c1ccc(Cl)c(N)c1)c1ccccc1	0%[57.1 µM]	-7	-13%	-2%	-1%	-17%	-1.1%	0	10%
40	CCN(CC)c1ccc(C(=S)NC2CCCCC2)cc1	-8%	-2	3%	-1%	3%	-15%	-2.3%	0	7%

One compound at a time, from the list above. Values in the order: TrxR1 substrate, LDHA inh, mIDH1 inhibitor, GRP78 ERSR act, Vif-A3G inh, USP1-UAF1 inh, RXFP1 ag, PI4K2A block, Vif-A3F inh
Cc1ccc(CNCCC2=CCCCC2)cc1 is entered as 6%, 6, 9%, -1%, 2%, -12%, -0.4%, 3, -1%
Cc1cccc(N2CCN(C(=O)CC(NC(=O)c3ccccc3)c3ccccc3)CC2C)c1 (configuration not stated) is entered as -2%, -4, 0%, -4%, -1%, -27%, -0.2%, -1, 2%

(cont.)
item	Structure	TrxR1 substrate	LDHA inh	mIDH1 inhibitor	GRP78 ERSR act	Vif-A3G inh	USP1-UAF1 inh	RXFP1 ag	PI4K2A block	Vif-A3F inh
41	O=C(CN1CCN(C(=O)CNC(=O)c2ccc3c(c2)OCO3)CC1)Nc1cccc(F)c1	3%	-7	-6%	-1%	2%	4%	2.1%	-1	5%
42	Cn1cccc1/C=N\NC(=O)C1COc2ccccc2O1 (configuration not stated)	-12%	-2	7%	-1%	-6%	-6%	5.4%	0	13%
43	Cc1ccc(CCC(=O)Nc2ccc(Cl)cc2)o1	2%	0	6%	4%	-7%	-23%	1.2%	-3	1%
44	Cc1ccc(CCNC(=O)c2ccc(NC3=NC4CS(=O)(=O)CC4S3)cc2)cc1 (configuration not stated)	3%	-5	-3%	1%	10%	-4%	2.8%	-1	-1%
45	O=C(NNC(=O)C1CC(=O)N(Cc2ccccc2)C1)c1ccc(Br)cc1 (configuration not stated)	-5%	-17	-17%	-3%	2%	-15%	1.3%	4	-14%
46	Cc1cc(/C=C2/C(=O)NN(c3ccccc3)C2=O)c(C)n1-c1cccc(O)c1	-4%	-2	-4%	-7%	-17%	-17%	-0.3%	-17	-19%
47	Cc1ccc(-c2noc(C3CCCN(C(=O)c4ccccc4Br)C3)n2)o1 (configuration not stated)	2%	-1	-4%	5%	6%	-13%	1.9%	3	15%

Screening results as filed in PubChem BioAssay.

An excerpt; count on the stated rates, not on these rows.
